Screening results: PubChem BioAssay, several laboratories
BoNT F protease: blocks Botulinum neurotoxin F light chain protease | Multiplex microsphere protease cleavage assay, flow cytometry | inhibition, % at 10 µM | actives 0.22% (n = 360,000) | AID 588497; in the data active = inhibition above about 35%, passing the limit was not always enough; inconclusive = no clear call, values can overlap the other calls; note: plate controls were buffer without enzyme for full effect and enzyme alone for no effect
DUSP3 inh: DUSP3 (human) phosphatase inhibition | inhibition, % at 13.3 µM | AID 1654 | recombinant VHR phosphatase, pNPP absorbance | actives 0.52% (n = 290,000); in the data active = inhibition above about 50%; note: some compounds called inactive have numbers as strong as hits
Target sequence (P51452 whole entry, looked up): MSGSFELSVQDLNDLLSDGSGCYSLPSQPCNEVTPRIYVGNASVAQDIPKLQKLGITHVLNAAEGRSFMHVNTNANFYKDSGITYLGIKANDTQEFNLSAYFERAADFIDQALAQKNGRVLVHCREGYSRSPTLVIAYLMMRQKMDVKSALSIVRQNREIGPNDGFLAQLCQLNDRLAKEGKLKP
MazEF act: increases E. coli MazEF RNase cleavage of RNA; P0AE70; FAM/BHQ RNA-DNA oligo cleavage fluorescence, 5 h; activation, % at 20 µM; actives 0.32% (n = 350,000); in the data active = activation above about 50%
Target sequence (P0AE70 whole entry, looked up): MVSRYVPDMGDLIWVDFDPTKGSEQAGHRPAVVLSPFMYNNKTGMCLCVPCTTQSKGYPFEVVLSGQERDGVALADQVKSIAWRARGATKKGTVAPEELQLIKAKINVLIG
Rv3671c protease: inhibitors of M. tuberculosis serine protease Rv3671c; P9WHR9; inhibition, % at 5.96 µM; actives 0.048% (n = 320,000); in the data active = inhibition above about 38%;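 note: extracellular domain of Rv3671c used as enzyme; 0% = enzyme with DMSO and 100% = no enzyme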
Target sequence (P9WHR9 whole entry, looked up, the tested form may be a part): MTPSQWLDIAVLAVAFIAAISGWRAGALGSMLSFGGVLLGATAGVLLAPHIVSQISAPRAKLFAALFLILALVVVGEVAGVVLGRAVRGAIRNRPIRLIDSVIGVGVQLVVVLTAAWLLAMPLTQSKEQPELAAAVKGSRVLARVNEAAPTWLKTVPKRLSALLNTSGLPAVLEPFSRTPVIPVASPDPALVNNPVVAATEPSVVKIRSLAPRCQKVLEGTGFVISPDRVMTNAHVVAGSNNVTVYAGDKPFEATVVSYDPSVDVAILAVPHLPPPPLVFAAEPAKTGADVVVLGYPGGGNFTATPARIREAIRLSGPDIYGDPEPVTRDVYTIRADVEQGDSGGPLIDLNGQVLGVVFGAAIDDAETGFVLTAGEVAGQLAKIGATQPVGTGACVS
BioA inh: blocks M. tuberculosis BioA enzyme activity; purified M. tuberculosis BioA enzyme, plate reader; inhibition, % at 9.99 µM; actives 0.096% (n = 360,000); AID 602481; in the data active = inhibition above about 40%; inconclusive = no clear call, values can overlap the other calls
CCHFV vOTU inh: blocks the CCHF virus ovarian tumor domain protease; AID 651958; CCHFV vOTU protease, Pep-AMC fluorescence; actives 0.55% (n = 370,000); inhibition, % at 11.5 µM; note: 0% = vehicle wells with enzyme and 100% = no enzyme wells
GDH-TPI counter: GDH-TPI coupled enzyme inhibition counter-screen. inhibition, % at 4.8 µM. AID 588335. actives 1.2% (n = 360,000). GDH-TPI coupled enzyme counterscreen, NADH absorbance;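 note: 0% = DMSO wells and 100% = wells lacking the enzyme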
Mtb UGM inh: Mtb UDP-galactopyranose mutase inhibition. P9WIQ1. purified UGM, fluorescence polarization probe displacement. inhibition, % at 10 µM. actives 0.06% (n = 320,000). AID 504406; in the data active = inhibition above about 10%, passing the limit was not always enough; inconclusive = no clear call, values can overlap the other calls
Mtb FBA inh: inhibits M. tuberculosis FBA enzyme | purified M. tuberculosis FBA, fluorescence read-out | inhibition, % at 1 µM | actives 2.3% (n = 360,000) | AID 588726; in the data active = inhibition above about 27%;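 note: 0% = vehicle and 100% = reference inhibitor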
FadD28 FP inh: M. tuberculosis FadD28 bisubstrate binding inhibition; actives 0.22% (n = 360,000); AID 588549; FadD28 bisubstrate probe binding, fluorescence polarization; inhibition, % at 12.5 µM; in the data active = inhibition above about 8.5%, passing the limit was not always enough; inconclusive = no clear call, values can overlap the other calls
* hit, by the source's call; ? = inconclusive; . = not tested or not shown. Cut-off read from the data, not from the text of the source, unless noted: active = inhibition above about 30%; inactive = the rest.

[1] OCCCCc1nccc2c1[nH]c1ccccc12
[2] CCOC(=O)N1CCC(NC(=O)CS(=O)(=O)Cc2nc(-c3ccccc3Cl)oc2C)CC1
[3] COc1ccccc1CN(C(=O)CNC(=O)c1ccco1)C(C(=O)NCC1CCCO1)c1ccc(OC)c(OC)c1 (stereo not given)
[4] COCCNC(=O)c1ccc(N2CC3CC(C2)c2cccc(=O)n2C3)c([N+](=O)[O-])c1 (stereo not given)
[5] CN(Cc1c(F)cccc1Cl)C(=O)COC(=O)Cn1cnc2ccccc2c1=O
[6] CC(=O)c1nnn(-c2c(F)cccc2F)c1C

assay / entry | 1 | 2 | 3 | 4 | 5 | 6
Mtb UGM inh | 2.8 | -1.0 | -1.2 | -2.1 | . | -0.9
CCHFV vOTU inh | -151.1 | 4.8 | 13.5 | 25.7 | -6.5 | -11.2
GDH-TPI counter | 6.7 | -1.6 | -4.5 | 3.8 | 7.1 | -2.4
BioA inh | . | 0.3 | -0.9 | -3.7 | 0.3 | -0.5
FadD28 FP inh | -0.7 | 0.7 | 0.9 | -3.4 | -0.7 | -3.8
Rv3671c protease | -2.6 | -5.6 | 4.8 | 4.4 | . | -1.0
MazEF act | 8.3 | 2.7 | -21.3 | 0.3 | -2.5 | 4.0
Mtb FBA inh | 69.3* | -0.9 | 1.4 | -3.5 | 3.3 | 3.0
DUSP3 inh | 7.2 | 2.2 | 17.1 | 4.8 | . | 22.4
BoNT F protease | -25.4 | -1.8 | -0.8 | -2.8 | 2.9 | ?

[7] CSc1nc(C(C)C)ccc1CNC(=O)CC(C)c1ccccc1 (stereo not given)
[8] CCCCOc1nc2c(c(=O)n(C)c(=O)n2C)n1C
[9] NC(=O)NC(CC(=O)N1CCc2ccccc2C1)c1ccc(Cl)cc1 (stereo not given)
[10] CN1CCN(CCNC(=O)Cn2c(=O)c3cccn3c3ccc(F)cc32)CC1
[11] Cc1nn(C)cc1CNC(=O)/C=C/c1cnn(C)c1
[12] COCCCNc1nc2cc(OC)c(OC)cc2c2nc(-c3ccccc3)nn12

assay / entry | 7 | 8 | 9 | 10 | 11 | 12
Mtb UGM inh | -0.3 | 1.6 | -4.3 | 3.3 | 0.8 | 0.2
CCHFV vOTU inh | 8.1 | -1.9 | 2.9 | 11.2 | -3.2 | -13.9
GDH-TPI counter | -6.3 | 8.8 | 0.0 | 3.5 | 7.5 | 8.1
BioA inh | -0.2 | -2.4 | 1.1 | -0.2 | . | .
FadD28 FP inh | -2.1 | -0.1 | -1.8 | -1.1 | 0.1 | -0.2
Rv3671c protease | -3.5 | -6.8 | 8.5 | 4.7 | 0.1 | -3.0
MazEF act | -0.4 | -3.2 | 7.0 | -9.5 | -0.5 | 5.1
Mtb FBA inh | 0.8 | 3.8 | 0.8 | 5.8 | -0.9 | 2.5
DUSP3 inh | 17.2 | 7.7 | 6.7 | 60.8 | 11.5 | .
BoNT F protease | 10.4 | -5.6 | -17.2 | 4.4 | -1.8 | 2.2

[13] COc1ccc(N2CC(C(=O)Nc3nnc(SCC(=O)NC(C)(C)C)s3)CC2=O)cc1 (stereo not given)
[14] COc1cc(OC)cc(C(=O)N[C@H](C(=O)NC23CC4CC(CC(C4)C2)C3)C(C)C)c1
[15] Cc1nc(N2CCN(c3ccccn3)CC2)c2c(C)c(C(=O)Nc3ccc(F)cc3Cl)sc2n1
[16] Cc1ccc(N=C2C(=O)Nc3ccc(C)c(Br)c32)cc1
[17] CC1CN(c2nnc(NC(=O)c3ccccc3)s2)CC(C)O1 (stereo not given)
[18] CCCCN(C(=O)CCNC(=O)NC12CC3CC(CC(C3)C1)C2)c1c(N)n(CCCC)c(=O)[nH]c1=O

assay / entry | 13 | 14 | 15 | 16 | 17 | 18
Mtb UGM inh | -0.8 | -0.1 | -2.1 | 3.4 | -2.4 | 4.0
CCHFV vOTU inh | 13.4 | -4.9 | 8.1 | . | 12.9 | -5.1
GDH-TPI counter | 8.8 | 1.8 | 6.6 | 6.7 | 3.5 | -0.3
BioA inh | . | -1.2 | -2.2 | -1.7 | . | -2.7
FadD28 FP inh | -2.4 | -0.4 | -3.1 | -2.6 | -0.8 | 1.0
Rv3671c protease | 3.6 | 9.8 | -2.5 | 3.1 | 1.5 | 1.1
MazEF act | 7.2 | -7.0 | -2.2 | 3.3 | 2.7 | -5.4
Mtb FBA inh | 3.9 | -1.8 | -0.3 | 0.7 | 0.1 | 6.5
DUSP3 inh | 10.6 | -27.7 | 9.7 | -1.2 | 8.6 | .
BoNT F protease | -6.7 | -1.8 | -6.5 | ? | -2.2 | -0.9

[19] O=[N+]([O-])c1ccc(C=NN=Cc2ccc([N+](=O)[O-])cc2)cc1
[20] CCN(C[C@H]1N[C@@](CC)(C(=O)OC)[C@H]2C(=O)N(Cc3ccccc3)C(=O)[C@@H]12)C(=O)c1ccccc1
[21] COc1cccc(C(=O)N2CCN(S(C)(=O)=O)CC2)c1
[22] CCCCn1c(N)c(N(CCC(C)C)C(=O)C2=NN(c3ccccc3)C(=O)CC2)c(=O)[nH]c1=O
[23] O=C(COc1ccc(Cl)cc1)NC1CC1
[24] CCC(CC)NC(=O)COC(=O)c1cccc(C)c1O
[25] O=C1CCCC2=C1C(c1ccccc1)C1C(=O)c3ccccc3C1=N2 (stereo not given)
[26] CN(CC(=O)Nc1ccc(Cl)cc1)C(=O)c1ccc(N2CCCC2=O)cc1

assay / entry | 19 | 20 | 21 | 22 | 23 | 24 | 25 | 26
Mtb UGM inh | . | . | 1.0 | 2.9 | -3.9 | 3.5 | -1.4 | -0.1
CCHFV vOTU inh | 7.0 | 4.5 | -3.0 | 12.8 | 4.4 | 3.2 | 7.3 | -8.0
GDH-TPI counter | 8.8 | -9.1 | 6.5 | 15.2 | 9.1 | -8.8 | 1.5 | 1.9
BioA inh | -1.2 | -0.7 | -0.5 | 0.0 | -1.8 | -1.1 | . | -1.3
FadD28 FP inh | -2.6 | 0.2 | -1.6 | -0.6 | -0.1 | 1.0 | 0.1 | 0.5
Rv3671c protease | . | -3.8 | 1.1 | -5.6 | . | 1.6 | -2.1 | -8.7
MazEF act | 1.4 | 2.8 | 3.5 | 2.6 | 1.5 | 8.4 | 4.6 | 0.7
Mtb FBA inh | -3.0 | 0.8 | -3.3 | 0.6 | 4.6 | 4.0 | 0.3 | 6.1
DUSP3 inh | . | . | 17.5 | . | 3.6 | 11.6 | 10.4 | .
BoNT F protease | 0.2 | -3.3 | -0.1 | -2.0 | -1.6 | -25.6 | -7.4 | .

Three entries picked at random from the list so far, as already listed:
[2] CCOC(=O)N1CCC(NC(=O)CS(=O)(=O)Cc2nc(-c3ccccc3Cl)oc2C)CC1
[18] CCCCN(C(=O)CCNC(=O)NC12CC3CC(CC(C3)C1)C2)c1c(N)n(CCCC)c(=O)[nH]c1=O
[16] Cc1ccc(N=C2C(=O)Nc3ccc(C)c(Br)c32)cc1

assay / entry | 2 | 18 | 16
Mtb UGM inh | -1.0 | 4.0 | 3.4
CCHFV vOTU inh | 4.8 | -5.1 | .
GDH-TPI counter | -1.6 | -0.3 | 6.7
BioA inh | 0.3 | -2.7 | -1.7
FadD28 FP inh | 0.7 | 1.0 | -2.6
Rv3671c protease | -5.6 | 1.1 | 3.1
MazEF act | 2.7 | -5.4 | 3.3
Mtb FBA inh | -0.9 | 6.5 | 0.7
DUSP3 inh | 2.2 | . | -1.2
BoNT F protease | -1.8 | -0.9 | ?

Exported with tabs: part of the list above.
no.	Compound	Mtb UGM inh	CCHFV vOTU inh	GDH-TPI counter	BioA inh	FadD28 FP inh	Rv3671c protease	MazEF act	Mtb FBA inh	DUSP3 inh	BoNT F protease
23	O=C(COc1ccc(Cl)cc1)NC1CC1	-3.9	4.4	9.1	-1.8	-0.1	.	1.5	4.6	3.6	-1.6
24	CCC(CC)NC(=O)COC(=O)c1cccc(C)c1O	3.5	3.2	-8.8	-1.1	1.0	1.6	8.4	4.0	11.6	-25.6
22	CCCCn1c(N)c(N(CCC(C)C)C(=O)C2=NN(c3ccccc3)C(=O)CC2)c(=O)[nH]c1=O	2.9	12.8	15.2	0.0	-0.6	-5.6	2.6	0.6	.	-2.0
20	CCN(C[C@H]1N[C@@](CC)(C(=O)OC)[C@H]2C(=O)N(Cc3ccccc3)C(=O)[C@@H]12)C(=O)c1ccccc1	.	4.5	-9.1	-0.7	0.2	-3.8	2.8	0.8	.	-3.3
